Bioassay records from PubChem.
TRPC4 PAM: TRPC4 (mouse) allosteric potentiation | Q9QUQ5 | 310,000 tested, 0.42% active | B-score at 10 µM | HEK293 TRPC4beta/mu-opioid, DAMGO EC20, Fluo-4 Ca2+ flux; stronger effect = higher value;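 active means B-score of calcium response area above 5 SD of library B-scores, with initial fluorescence ratio within 5 SD of library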;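 further: B-score of integrated fluorescence ratio over time as area under calcium response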
KCNQ1 inh: inhibitors of human KCNQ1 potassium channel. B-score at 10 µM. P51787. CHO-K1 KCNQ1, FluxOR thallium flux fluorescence; stronger effect = higher value. 310,000 tested, 1.3% active. AID 2642;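 active means compounds whose thallium flux B-score, printed positive for inhibition, exceeds three library SD while starting fluorescence stays within three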;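 further: channel opened by potassium depolarization with thallium stimulus after 20 min compound exposure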
Target sequence (P51787 whole entry, looked up): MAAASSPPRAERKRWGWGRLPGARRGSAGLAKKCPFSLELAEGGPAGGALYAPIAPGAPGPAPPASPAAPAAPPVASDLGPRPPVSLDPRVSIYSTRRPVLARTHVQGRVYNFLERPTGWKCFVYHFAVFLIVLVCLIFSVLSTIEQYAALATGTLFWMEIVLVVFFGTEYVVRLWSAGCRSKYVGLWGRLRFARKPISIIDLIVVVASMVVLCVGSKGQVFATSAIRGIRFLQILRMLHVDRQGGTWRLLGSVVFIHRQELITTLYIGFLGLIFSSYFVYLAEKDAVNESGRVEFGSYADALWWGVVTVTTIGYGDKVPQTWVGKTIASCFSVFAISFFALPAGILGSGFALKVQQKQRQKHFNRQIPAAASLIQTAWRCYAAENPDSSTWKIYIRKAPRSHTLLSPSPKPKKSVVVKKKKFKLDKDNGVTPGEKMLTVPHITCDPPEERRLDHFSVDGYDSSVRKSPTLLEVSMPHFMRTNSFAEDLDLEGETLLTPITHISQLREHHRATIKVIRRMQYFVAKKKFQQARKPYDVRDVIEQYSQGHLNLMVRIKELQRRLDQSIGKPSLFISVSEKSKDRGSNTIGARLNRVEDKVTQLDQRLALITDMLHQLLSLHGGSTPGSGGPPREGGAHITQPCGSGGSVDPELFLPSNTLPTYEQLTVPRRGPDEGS
hERG rescue: compounds protecting human hERG from proarrhythmic drug block; Q12809; CHO-hERG, FluxOR thallium flux, dofetilide IC70 present; activation (rescue from dofetilide block), less the hit threshold, % at 10 µM; 310,000 tested, 0.51% active; AID 1511;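 active means activation above the mean of controls blocked by dofetilide plus 5 SD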;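 further: thallium influx through hERG after potassium depolarization seen as dye fluorescence rise; in these data hits start at about 4.7%; inactives centre near -7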
KCNQ1 act: potentiates or activates the human KCNQ1 potassium channel; B-score at 10 µM; CHO-K1 KCNQ1, thallium flux FluxOR fluorescence; stronger effect = higher value; P51787; 310,000 tested, 0.35% active;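 active means fluorescence ratio B-score, a plate-corrected score, at least three library SD, with initial intensity B-score within 5 SD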
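Test system: CHO-K1 cells stably expressing KCNQ1 / Medium: assay buffer / Also added: depolarizing K+/Tl+ stimulus, K2SO4 and Tl2SO4 each 12.5 mM in 5x stock / Incubation: 90 min dye loading and 20 min compound exposure, both at room temperature / Signal: thallium influx via FluxOR fluorescence, kinetic imaging / Evaluation: B score of baseline-normalized fluorescence ratio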
Platelet DG rel: platelet dense granule release activity. AID 1663. 300,000 tested, 0.22% active. inhibition, %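 (compounds screened at 7.5 µM in platelet-rich plasma)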. human platelet-rich plasma, SFLLRN dense granule ATP release, luminescence;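 active means mean replicate score, as percent of positive control, at or above 50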
Dyrk1A ADPGlo: inhibitors of rat Dyrk1A kinase | Q63470 | ADP-Glo luminescence, NFATc1 peptide | inhibition, % at 12.5 µM | 310,000 tested, 0.43% active; in the data active means inhibition above about 50%;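 further: plate controls were vehicle with enzyme for no effect and no enzyme for full effect; many of its hits are not listed in these tables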
TRPC4 block: TRPC4 (mouse) channel inhibition. HEK293 TRPC4beta/mu-opioid, DAMGO-evoked Fluo4 calcium flux; stronger effect = lower value. B-score at 10 µM. 300,000 tested, 0.39% active. AID 2247;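 active means B-score over 3 SD under the library average, no early fluorescence shift, positive overall ratio signal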
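Assay system – HEK293 line stably carrying TRPC4beta and mu-opioid receptor · Doses – single dose · Detection – Fluo4 calcium-dye fluorescence, kinetic read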
KCNK9 inh: inhibitors of human KCNK9 two-pore domain potassium channel; HEK293 KCNK9, FluxOR thallium flux fluorescence; stronger effect = lower value; B-score at 10 µM; 310,000 tested, 1.2% active; AID 488922;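 active means ratio B-score over 3 SD below the library mean, with starting fluorescence within 5 SD of its mean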;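 further: negative B-score means less thallium flux so channel inhibition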
TRPC4 act: activators of mouse TRPC4 channel; Q9QUQ5; HEK293 TRPC4beta/mu-opioid, Fluo4 calcium fluorescence; stronger effect = higher value; B-score at 10 µM; 310,000 tested, 0.49% active;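 active means B-score above 5 SD of library B-scores, and initial fluorescence ratio not above library mean plus 5 SD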;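 further: positive B-score marks a calcium rise read as TRPC4 activation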
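system = HEK293 cells stably co-expressing mouse TRPC4beta and mu-opioid receptor | schedule = Fluo4 dye loading 45 min at room temperature, 110 s recording | measure = B-scored integrated calcium fluorescence ratio | signal = Fluo4 calcium-sensitive dye fluorescence, kinetic, 1 Hz baseline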
PolyA inhibitor: inhibitors of polyadenylation in S. cerevisiae; S. cerevisiae SKY197-pL101 polyadenylation reporter, beta-gal luminescence; efflux-impaired pdr1/pdr3 knockout yeast; score 100 = 6 SD above DMSO; calls only at 12 µM; 300,000 tested, 0.02% active; AID 1875;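 active means lowest replicate activity score at least 50, where 100 means six control SD above control mean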;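 further: yeast exposed to compound for 9 h at 30 °C; higher score means more reporter readthrough which indicates perturbed polyadenylation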
KCNK3 inh: human KCNK3 channel inhibition, primary screen | O14649 | B-score at 10 µM | AID 602410 | CHO-KCNK3 thallium flux, FluxOR fluorescence; stronger effect = lower value | 340,000 tested, 0.84% active;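 active means B-score under library mean minus 4 SD, starting fluorescence ratio at most library mean plus 5 SD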;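 further: more negative B-score means stronger inhibition of thallium flux through KCNK3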
Target sequence (O14649 whole entry, looked up): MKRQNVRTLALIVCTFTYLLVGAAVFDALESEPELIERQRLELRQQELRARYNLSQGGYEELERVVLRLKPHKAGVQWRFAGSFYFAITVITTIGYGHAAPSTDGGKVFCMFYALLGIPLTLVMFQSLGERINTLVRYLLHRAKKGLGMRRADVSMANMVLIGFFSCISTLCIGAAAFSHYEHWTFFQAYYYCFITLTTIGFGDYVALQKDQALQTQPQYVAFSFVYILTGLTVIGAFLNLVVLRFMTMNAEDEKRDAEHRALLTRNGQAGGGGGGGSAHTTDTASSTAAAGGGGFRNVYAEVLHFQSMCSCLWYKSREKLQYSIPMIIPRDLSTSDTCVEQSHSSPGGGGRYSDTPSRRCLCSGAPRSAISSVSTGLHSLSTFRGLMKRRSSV
Active calls of the source: *; i = inactive; · = no result given; & = joins results of further samples.

SMILES	TRPC4 PAM	KCNQ1 inh	hERG rescue	KCNQ1 act	Platelet DG rel	Dyrk1A ADPGlo	TRPC4 block	KCNK9 inh	TRPC4 act	PolyA inhibitor	KCNK3 inh
Cc1nc2ccccc2c2c1C(=O)N(Cc1cccnc1)C2=O	i	i	-15	i	-6	-3	i	i	i	i	i
CCc1ccc(-c2cc(C(F)(F)F)n3nc(C(=O)Nc4c(C)nn(Cc5ccc(F)cc5)c4C)cc3n2)s1	i	i	-9	i	0	-6	i	i	i	i	i
COc1ccc(C2NC(=S)NC3=C2CCCC3=C2SCCS2)cc1 (configuration not stated)	i	i	-11	i	4	5	i	i	i	i	i
COCC(C)OC(=O)c1c(N)n(CC(C)C)c2nc3ccccc3nc12 (configuration not stated)	i	i	-2	i	4	-2	i	i	i	i	i
CCCCNC(=O)Nc1ccccc1CC	i	i	1	i	-7	-1	i	i	i	i	i
CCN(Cc1ccccc1)C(=O)c1ccc(C(=O)N(CC)Cc2ccccc2)cc1	i	i	-9	i	5	4	i	i	i	i	i
O=C1OC(c2cccs2)=N/C1=C\c1ccc(-c2ccccc2Cl)o1	i	i	-21	i	1	2	i	-7.9*	i	i	i
CCN(CC)N=Nc1ccc(S(=O)(=O)Nc2nc(C)cc(C)n2)cc1	i	i	-7&2	i	-7&6	6&10	i	i	i	i	i
Cc1cc(C)cc(C(=O)Oc2coc(CSc3nnc(NC(=O)C4CC4)s3)cc2=O)c1	i	i	-7	i	-4	-4	i	i	i	·	i
Cc1ccc2nc(C)c3c(c2c1)SCC3	i	i	-8	i	-2	3	i	i	i	i	i
Cn1cc(S(=O)(=O)Nc2cccc3ccccc23)c(=O)n(C)c1=O	i	i	-10	i	-3	-5	i	i	i	i	i
CC(NC(=O)COC(=O)CSc1ccc(F)cc1)c1ccc(F)cc1 (configuration not stated)	i	i	-15	i	-9	-3	i	i	i	i	i
Cc1nc(SCc2ccccc2)c(C(F)(F)F)c(=O)[nH]1	i	i	-5	i	-2	-3	i	i	i	i	i
CCCCCCC(=O)Nc1nc(C)c(-c2csc(Nc3cc(Cl)ccc3OC)n2)s1	i	i	-3	i	3	-8	i	i	i	i	i
Nc1ncc(-c2cc3ccccc3oc2=O)s1	i	i	-3	i	0	-6	i	i	i	i	i
CCOC(=O)c1cc(-c2cccs2)nn1CCC#N	i	i	1	i	-5	21	i	i	i	i	i
COC(=O)c1ccc(Oc2nc(C(N)=O)cc(-c3ccccc3)n2)cc1	i	i	-8	i	-2	0	i	i	i	i	i
CCOC(=O)Cn1cnc2c(nnn2-c2ccc(C)cc2)c1=O	i	i	-9	i	-7	7	i	i	i	i	i
COc1ccc(CNC(=O)CN(Cc2ccc(C)cc2)S(=O)(=O)c2ccc(Cl)cc2)cc1	i	i	-5	i	4	-3	i	i	i	i	i
COCC(=O)N1CCCC(C(=O)c2ccc3c4c(cccc24)CC3)C1 (configuration not stated)	i	i	-8	i	8	4	i	i	i	i	i

Four of these compounds in a different format.
| canonical_smiles | TRPC4 PAM | KCNQ1 inh | hERG rescue | KCNQ1 act | Platelet DG rel | Dyrk1A ADPGlo | TRPC4 block | KCNK9 inh | TRPC4 act | PolyA inhibitor | KCNK3 inh |
| --- | --- | --- | --- | --- | --- | --- | --- | --- | --- | --- | --- |
| Cc1ccc2nc(C)c3c(c2c1)SCC3 | i | i | -8 | i | -2 | 3 | i | i | i | i | i |
| Cn1cc(S(=O)(=O)Nc2cccc3ccccc23)c(=O)n(C)c1=O | i | i | -10 | i | -3 | -5 | i | i | i | i | i |
| CC(NC(=O)COC(=O)CSc1ccc(F)cc1)c1ccc(F)cc1 (configuration not stated) | i | i | -15 | i | -9 | -3 | i | i | i | i | i |
| Cc1nc(SCc2ccccc2)c(C(F)(F)F)c(=O)[nH]1 | i | i | -5 | i | -2 | -3 | i | i | i | i | i |

More structures
SMILES	TRPC4 PAM	KCNQ1 inh	hERG rescue	KCNQ1 act	Platelet DG rel	Dyrk1A ADPGlo	TRPC4 block	KCNK9 inh	TRPC4 act	PolyA inhibitor	KCNK3 inh
O=C(NCCCN1CCOCC1)C1CCN(S(=O)(=O)c2ccccc2)CC1	i	i	-14	i	-4	13	i	i	i	i	i
Cc1cc(C)nc(NC(=O)/C=C/c2ccc3c(c2)OCO3)c1	i	i	-5	i	8	-2	i	i	i	i	i
O=C(CSC1CS(=O)(=O)c2cc([N+](=O)[O-])ccc21)NNC(=O)c1ccc(Cl)cc1 (configuration not stated)	i	i	-4	i	5	-6	i	i	i	i	i
Cc1ccc2nc(-c3ccccn3)cc(C(=O)NC3CCN(C)CC3)c2c1	i	i	-4	i	5	·	i	i	i	i	·
COc1ccc(C(=O)c2ccc(N3CCN(C4CC(=O)NC4=O)CC3)cc2)cc1F (configuration not stated)	i	i	-6	i	1	-1	i	i	i	i	i
CN(C)c1ccc(NC(=O)c2cccc([N+](=O)[O-])c2)c2ccccc12	i	i	-14	i	-2	3	i	i	i	i	i
CCn1cc(SCC(=O)NCC2CCCO2)c2ccccc21 (configuration not stated)	i	i	-8	i	5	0	i	i	i	i	i
Cc1csc(NC(=O)c2ccc3c(=O)n4c(nc3c2)CCCCC4)n1	i	i	-3	i	1	1	i	i	i	i	i
CC(C)CCNC(=O)NC(=O)COC(=O)/C=C/c1cnc2ccccc2n1	i	i	-5	i	-8	-6	i	i	i	i	i
COCCNC(=O)[C@@H]1CCCN1C(=O)C1CCN(S(=O)(=O)c2ccc(C)cc2)CC1	i	i	-8	i	-4	0	i	i	i	i	i
CSc1ccccc1NC(=O)c1cc(S(=O)(=O)N(C)C)ccc1N1CCCC1	i	i	-10	i	5	-1	i	i	i	i	i
O=C1c2ccccc2C(=O)N1Cc1nc(-c2ccncc2)no1	i	i	-7	i	13	-3	i	i	i	i	i
CCOC(=O)CCNC(=O)CCc1nnc(CCCc2ccccc2)o1	i	i	1	i	5	-4	i	i	i	i	i
COc1ccc(-c2nnc(SC(=O)N3c4ccccc4Sc4ccccc43)o2)cc1	i	i	-4	i	1	-3	i	i	i	i	i
CCCCCCN1C=CC(=C2C(=O)c3ccccc3C2=O)C=C1	i	i	-5	i	8	4	i	i	i	i	i
CCc1nnc(NC(=O)c2cccc(S(=O)(=O)N(C)c3ccc(OC)cc3)c2)s1	i	i	-13	i	3	4	i	i	i	i	i
C=CCC1(CC=C)CCCN1C(=O)CC1C(=O)NCCN1Cc1ccccc1OC (configuration not stated)	i	i	-4	i	11	0	i	i	i	i	i
O=C(NNc1cccc(Cl)n1)c1c(F)cccc1F	i	i	0	i	7	·	i	i	i	i	i
CCCCCCCC(=O)N/N=C(/C)c1c(O)cc(C)oc1=O	i	i	-6	i	-12	-1	i	i	i	i	i
COc1ccccc1CNC(=O)Cn1c(=O)oc2cc(Cl)ccc21	i	i	-9	i	-2	0	i	i	i	i	i
C=CCn1c(SCC(=O)Nc2cccc3ccccc23)nc(O)c(CC)c1=O	i	i	-6	i	10	-2	i	i	i	i	i
CCOc1ccc(CC(=O)Nc2cc(=O)n(C)c(=O)n2C)cc1	i	i	-7	i	-2	·	i	i	i	i	i
O=C(NCCC1=CCCCC1)c1coc(=O)c(Br)c1	i	i	-10	i	5	4	i	i	i	i	i
OC(CC1CC12c1ccccc1-c1ncccc12)(c1ccccc1)c1ccccc1 (configuration not stated)	i	i	1	i	-4	5	i	i	i	i	i
CCNc1nc(Cl)nc(N(NC(C)=O)C(C)CC)n1 (configuration not stated)	i	i	-4	i	13	-9	i	i	i	i	i
c1ccc(N2CCN(c3nc(-c4cccs4)nc4ccccc34)CC2)cc1	i	i	-17	i	-3	-7	i	-14*	i	i	i
CCOC(=O)CSc1cc(C)nc2ccc(OC)cc12	i	i	-4	i	0	-2	i	i	i	i	i
CC1CCCN(c2ccc(C(=O)OCC(=O)N3c4ccccc4Sc4ccccc43)cc2[N+](=O)[O-])C1 (configuration not stated)	i	i	-7	i	1	-2	i	i	i	i	i
Cc1c(O)ccc(C(=O)CN2CCN(Cc3ccc4c(c3)OCO4)CC2)c1O	i	i	-7	i	6	7	i	i	i	i	i
CN1Cc2cccc3c2C(Cc2ccccc2S3)C1 (configuration not stated)	i	i	-12	i	-7	-8	i	i	i	i	i
CCC(CC)COC(=O)C1=C(C)NC(=O)NC1c1cc(OC)ccc1OC (configuration not stated)	i	i	-4	i	-2	-2	i	i	i	i	i
Cc1cccc(C(=O)Nc2ccc(NC(=O)Cc3ccc(Cl)cc3)cc2)c1	i	i	-8	i	9	-4	i	i	i	i	i
CCCCCCOc1ccc(-c2ccc(C#N)cn2)cc1	i	i	-15	i	4	-2	i	i	i	i	i
COc1ccc(-n2c(SC3CCOC3=O)nc3ccccc3c2=O)cc1Cl (configuration not stated)	i	i	-14	i	0	4	i	i	i	i	i
O=C(NCc1cccnc1)C1CCN(S(=O)(=O)N2CCC3(CC2)OCCO3)CC1	i	i	1	i	-3	·	i	i	i	i	i
O=C(NCC(=O)N1CCN(C(=O)c2ccco2)CC1)c1ccc(Br)cc1	i	i	-12	i	16	3	i	i	i	i	i
CC1(C)CC(=O)C=C(NNC(=O)c2ccccc2)C1	i	i	-3	i	3	5	i	i	i	i	i
CC(=O)Nc1ccc2c(c1)nc1n2CCOC1	i	i	-11	i	-8	5	i	i	i	i	i
O=C(NCc1ccccc1)C12CC3CC(CC(Cl)(C3)C1)C2	i	i	-7	i	-18	·	i	i	i	i	i
CCOc1ccc(CN(C)C(=O)CNC(=O)c2ccc(Br)o2)cc1OC	i	i	-3	i	-2	4	i	i	i	i	i
O=C(CCC1CCCC1)NNC(=O)c1ccccc1O	i	i	-22	i	-4	-1	i	i	i	i	i
CCN(CC)C(=O)C1CCCN(c2ccc([N+](=O)[O-])cc2/C=N/NC(=O)c2cccc(O)c2)C1 (configuration not stated)	i	i	-8	i	18	-2	i	i	i	i	-14*
COc1cc([N+](=O)[O-])ccc1NC(=O)CSc1nncn1-c1cccnc1	i	i	-2	i	1	-1	i	i	i	i	i
CC(=O)Nc1ccc2c(c1)C(=O)N(c1cccc3ccccc13)C2=O	i	i	-8	i	-12	12	i	i	i	i	i
CCCn1c(SCC(=O)NNC(=O)c2ccc(C)cc2)nnc1C(C)C	i	i	-12	i	-8	-1	i	i	i	i	i
Cn1ccnc1Sc1nnnn1-c1ccccc1	i	i	-7	i	1	2	i	i	i	i	i
O=C(CN1CCc2cc3c(cc2C1)OCCCO3)Nc1ccc(F)cc1	i	i	-11	i	-8	1	i	i	i	i	i

Some of the compounds tested; rates above refer to the full screens.
